MPTP inh = blocks calcium-induced mitochondrial swelling; hit rate 1.4% among 360,000; inhibition, % at 10 µM; AID 602449; isolated mouse mitochondria, Ca2+ swelling absorbance, 30 min;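 active = inhibition of 50% or more, scaled per plate between neutral and stimulator controls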;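 note: 0% = DMSO wells given calcium and 100% = 1 mM EGTA wells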
PfG6PD inh = PfG6PD (Plasmodium falciparum) enzyme inhibition. PfGluPho enzyme, NADPH resazurin-diaphorase fluorescence. inhibition, % at 20 µM. hit rate 0.78% among 350,000;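 active = inhibition reaching at least a set limit at 20 µM in the primary screen, cut at about 59% in these data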;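 note: 0% = DMSO wells with substrate and 100% = DMSO wells lacking glucose-6-phosphate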
SENP1 inh = blocks the human SENP1 SUMO protease catalytic domain; Q9P0U3; recombinant SENP1 catalytic domain, CyPet-SUMO1-YPet FRET cleavage; AID 624204; hit rate 0.21% among 360,000; inhibition, % at 10 µM;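 active = inhibition at least 30% at 10 µM, raw YFP signal under a set limit, fluorescence ratio 0.5 to 1.5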;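 note: 0% = enzyme with DMSO and 100% = no enzyme wells; some results filed as inactive read as strong as hits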
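Compound: 10 µM single point, 0.5% DMSO; Test system: hSENP1 catalytic domain, recombinant; Timing: 50 min reaction at room temperature; Technique: FRET, CFP and YFP emission; Control set: no-enzyme wells low, DMSO-plus-enzyme wells high control.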
hIAP act = human IAP activation; AID 2524; activation factor at 10 µM; purified human IAP, CDP-Star luminescence, 30 min; stronger effect = higher value; 1 = vehicle-only enzyme, 0 = enzyme-free background; P09923; hit rate 0.16% among 330,000;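 active = activation factor of the enzyme at least 2-fold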; note: the source names both 10 and 20 µM as test concentration; values of inactives mirror those of a sister screen read the other way
SENP8 block = SENP8 (human) protease inhibition; recombinant SENP8, Nedd8 substrate fluorescence; inhibition, % at 20 µM; hit rate 0.64% among 360,000; AID 602440; in the data active = inhibition mostly above about 40%, no sharp cut-off; inactive = mostly below about 27%
ATG4B inhibitor = ATG4B (human) cysteine protease inhibition; hit rate 0.51% among 340,000; inhibition, % at 8.33 µM; ATG4B cleavage of LC3-PLA2, NBD-HPC fluorescence, 1 h; Q9Y4P1; in the data active = inhibition above about 40%
Target sequence (Q9Y4P1 whole entry, looked up): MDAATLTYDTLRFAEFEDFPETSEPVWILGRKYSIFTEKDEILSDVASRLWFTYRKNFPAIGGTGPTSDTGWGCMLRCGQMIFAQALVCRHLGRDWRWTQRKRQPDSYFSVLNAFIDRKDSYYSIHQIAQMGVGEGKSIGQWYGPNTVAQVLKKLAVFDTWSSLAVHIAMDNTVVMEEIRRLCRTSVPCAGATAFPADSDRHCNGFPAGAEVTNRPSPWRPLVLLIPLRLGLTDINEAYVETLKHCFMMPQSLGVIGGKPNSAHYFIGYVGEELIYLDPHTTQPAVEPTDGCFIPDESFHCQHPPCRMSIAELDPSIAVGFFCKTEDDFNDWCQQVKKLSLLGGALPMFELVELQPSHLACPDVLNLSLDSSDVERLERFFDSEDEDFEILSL
SENP6 block = SENP6 protease inhibition. inhibition, % at 10 µM. Q9GZR1. hit rate 1.8% among 330,000. Recombinant SENP6 catalytic domain, aminoluciferin luminescence;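 active = inhibition above about 50% at the single tested dose, limit read from the data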;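 note: plate controls were DMSO wells with enzyme for no effect and DMSO wells lacking enzyme for full effect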
Target sequence (Q9GZR1 628-1112 limits assumed): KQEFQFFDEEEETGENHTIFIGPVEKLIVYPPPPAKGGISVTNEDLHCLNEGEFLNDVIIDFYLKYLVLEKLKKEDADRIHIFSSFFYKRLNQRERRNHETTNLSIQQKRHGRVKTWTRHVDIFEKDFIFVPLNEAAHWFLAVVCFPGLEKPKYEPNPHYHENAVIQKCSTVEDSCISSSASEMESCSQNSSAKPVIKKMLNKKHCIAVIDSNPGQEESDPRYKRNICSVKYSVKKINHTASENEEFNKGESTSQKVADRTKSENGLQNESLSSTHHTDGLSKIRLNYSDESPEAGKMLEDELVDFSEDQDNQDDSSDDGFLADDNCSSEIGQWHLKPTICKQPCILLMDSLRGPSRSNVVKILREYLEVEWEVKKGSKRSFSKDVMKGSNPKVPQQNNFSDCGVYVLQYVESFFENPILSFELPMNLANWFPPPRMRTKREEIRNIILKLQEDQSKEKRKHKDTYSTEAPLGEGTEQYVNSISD
NR3A LBD binder = modulators (binders) of human NR3A ligand-binding domain | NR3A LBD differential scanning fluorimetry, Tm shift; 0% = protein alone, 100% = glycine-bound protein | Tm shift relative to glycine control, % at 25 µM | hit rate 2.5% among 340,000 | AID 1259313;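 active = melting temperature shift of at least 10% of the positive control shift, at one fixed dose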
* hit, by the source's call; · = not tested or not shown. Not a hit list (roughly 6.7% active in at least one column).

SMILES	MPTP inh	PfG6PD inh	SENP1 inh	hIAP act	SENP8 block	ATG4B inhibitor	SENP6 block	NR3A LBD binder
CCOc1cc(/C=N/NC(=O)COc2nc(C)cc(COC)c2C#N)ccc1O	2.0	-3	1	1.1	8	-5	2	2
Cc1ccc(NC(=O)CN(C)C(=O)/C=C/c2cccs2)cc1	-0.1	20	2	0.87	12	-2	-1	-3
COc1ccc(Cl)cc1NC(=O)NC(C)C(C)(C)C (configuration not stated)	6.1	28	3	1	5	-2	-5	-8
CCOCCCNC(=O)c1ccc(OC(C)=O)cc1	-1.4	-4	0	1	10	-6	-8	2
CN(C(=O)CCN1C(=O)C2C3C=CC(C3)C2C1=O)c1ccccc1 (configuration not stated)	2.2	7	0	0.91	4	-5	-5	-2
CN(CC(=O)Nc1ccc(Cl)c(C(F)(F)F)c1)CC(=O)NC1CCCCC1	-0.5	9	0	0.9	13	-5	0	-2
CN1CCN(C(=O)c2ccc(-c3ccccc3)cc2)CC1	4.1	-1	2	1.1	22	3	10	0
O=C(c1ccco1)N1CCN(C(c2ccccc2F)c2nnnn2CC2CCCO2)CC1 (configuration not stated)	1.8	-10	-1	0.85	-5	-1	7	2
Cc1cc(C(=O)N(C)CC(=O)Nc2ccc(Cl)c(C(F)(F)F)c2)no1	0.5	39	-3	1	4	7	-29	0
COC(=O)c1cc(C#N)c(N2CCOCC2)nc1C	-0.9	2	4	1.1	-37	-8	-9	0
CC(NC(=O)c1cc(S(=O)(=O)N(C)C)ccc1Cl)C1CC2CCC1C2 (configuration not stated)	0.1	-18	1	0.92	22	6	10	0
Cc1ccc(NC(=O)CCN2CCN(CCO)CC2)cc1Br	-0.1	-11	-2	0.95	10	5	-13	-3
CCCc1nnc(NC(=O)CCC(=O)N2CCN(CCOc3ccc(C)cc3)CC2)s1	-2.4	-11	1	1.2	27	-4	-17	0
CCCCCC(=O)Oc1cccc(N2C(=O)C3CCCCC3C2=O)c1 (configuration not stated)	-1.6	-7	0	1	12	4	-21	-1
COc1ccc(C)c2sc(NC(=O)CCS(=O)(=O)c3ccccc3)nc12	0.4	18	-10	0.81	-16	-17	-3	-4
COc1ccccc1CNC(=O)C(=O)NCC1CCCN1S(=O)(=O)c1cc(C)ccc1C (configuration not stated)	-0.4	-1	1	·	12	·	·	·
Cc1cccc(N2CCN(C(=O)c3cccn4c(=O)c5c(C)c(C)sc5nc34)CC2)c1C	0.6	0	-22	1	-284	0	-7	-10
Cc1nn(C)cc1CNC(=O)C1CCC(=O)N(CC2CCCCC2)C1 (configuration not stated)	-1.3	-12	1	0.91	2	5	2	2
CCO[C@@H]1OC(C(N)=O)=C[C@H](C(C)(C)C)[C@H]1CCCO	-0.7	-1	0	0.99	10	-8	-3	0
CCOC(=O)c1ccc(NC(=O)Nc2c(C)n(C)n(-c3ccccc3)c2=O)cc1	-0.3	-2	0	1.2	10	5	3	0
CSc1ccc(CCNC(=O)CSc2ccsc2[N+](=O)[O-])cc1	1.7	-7	-3	1	-5	0	-17	-12
CN(C)S(=O)(=O)Oc1ccc(Cl)cc1C(=O)Nc1ccc(F)cc1F	-0.9	13	1	0.88	-1	0	-6	0
O=S(=O)(NCC1CCCO1)c1ccc(Cl)c2ccccc12 (configuration not stated)	-1.8	-5	-1	·	2	·	·	·
CN(C)c1nc(NC(C)(C)C)nc(NC(C)(C)C)n1	26	-6	-2	1	10	6	4	0
Cc1cc(C)cc(Nc2cnn(C34CC5CC(CC(CC(=O)O)(C5)C3)C4)c(=O)c2Cl)c1	-1.2	-1	-1	1.1	22	0	-10	0

Some of these compounds in order of their number in SENP6 block, falling:
SMILES	MPTP inh	PfG6PD inh	SENP1 inh	hIAP act	SENP8 block	ATG4B inhibitor	SENP6 block	NR3A LBD binder
O=C(c1ccco1)N1CCN(C(c2ccccc2F)c2nnnn2CC2CCCO2)CC1 (configuration not stated)	1.8	-10	-1	0.85	-5	-1	7	2
Cc1ccc(NC(=O)CN(C)C(=O)/C=C/c2cccs2)cc1	-0.1	20	2	0.87	12	-2	-1	-3
CSc1ccc(CCNC(=O)CSc2ccsc2[N+](=O)[O-])cc1	1.7	-7	-3	1	-5	0	-17	-12

(listing goes on)
SMILES	MPTP inh	PfG6PD inh	SENP1 inh	hIAP act	SENP8 block	ATG4B inhibitor	SENP6 block	NR3A LBD binder
COc1ccccc1Nc1nc2ccc(C)cc2cc1C#N	-2.2	-6	-47	1	-4	2	-17	-3
COc1ccccc1NC(=O)c1cc2cc(Br)ccc2cc1O	80*	19	-21	·	-42	2	·	32*
CCCc1cc(=O)n2nc(N3CCC(C(=O)Nc4c(F)c(F)c(F)c(F)c4F)CC3)sc2n1	-0.5	1	1	0.9	7	5	-4	-1
O=C(N/C(=C\c1ccc(Br)cc1)C(=O)N1CCOCC1)c1ccc(Br)o1	0.4	-1	1	0.92	5	-3	-2	-2
CCn1ccnc1CN(C)C(=O)c1cc(COc2ccc(OC)c3ccccc23)on1	-0.5	26	0	0.98	-12	10	-12	0
CCOc1cc(C2NC(=O)CCC2[N+](=O)[O-])cc(Br)c1OC (configuration not stated)	-0.4	-2	2	1	19	-5	-18	0
COc1ccc(-c2cc(C(=O)N3CCN(c4ccccc4)CC3)no2)cc1OC	0.7	-1	3	0.82	-2	-14	-15	4
Cc1ccc2c(c1)N(CC(=O)NCC(C)c1ccccc1)C(=O)c1cccnc1O2 (configuration not stated)	1.2	3	1	1	-8	-5	-1	-3
CCCn1c(CN2CCN(c3cccc(Cl)c3)CC2)nc2c1c(=O)n(C)c(=O)n2C	78*	0	3	0.82	16	-8	8	-3
Cc1ccc(Cl)cc1NC(=O)C1CC(=O)N(C(C)C)C1 (configuration not stated)	-1.7	-9	0	0.98	10	-3	18	0
O=C(NCc1ccc(Cl)cc1)c1ccc(CS(=O)Cc2cccc(Cl)c2)o1 (configuration not stated)	-1.7	1	1	0.87	2	1	5	-1
CCOC(=O)c1[nH]c2cc3c(cc2c1CCCN1C(=O)c2ccccc2C1=O)OCCO3	5.1	8	1	0.96	10	6	-2	0
CCOc1ccccc1N(CC(=O)Nc1cc(OC)ccc1OC)S(C)(=O)=O	-0.5	4	2	1	9	-1	-14	-2
Cc1ccc(-c2c(C(=O)O)c3ccccc3[nH]c2=O)cc1	-0.1	11	-1	1	-55	-7	-11	0
O=S(=O)(c1cnccc1N1CCN(/N=C/c2ccc(Cl)cc2)CC1)N1CCCCC1	-2.1	22	2	1.1	9	-1	-3	-15
O=C(CSc1nnc(CN2CCCCCC2=O)n1-c1ccccn1)NCC(F)(F)F	1.3	2	3	1	12	-6	1	0
CN(Cc1c(F)cccc1Cl)S(=O)(=O)c1cccs1	-1.8	39	2	1.1	0	50*	-9	0
COc1ccc2c(c1OC)C(=O)N(c1ccc(O)cc1)C2=O	3.5	1	0	1.1	11	-3	-23	1
COc1ccc(-c2n[nH]c(C)c2-c2cscn2)c(O)c1	0.1	-17	3	1.5	21	-1	16	0
S=C(NCC1CCCO1)Nc1cccc2ccccc12 (configuration not stated)	-1.1	-3	6	0.98	-5	2	10	1
CC1(C)CC(=O)C=C(NCCN2CCN(C(=O)Nc3ccccc3)CC2)C1	-0.2	-18	-6	0.9	0	3	15	-1
CCCC(=O)NC(c1ccc(Cl)cc1)c1ccc2cccnc2c1O (configuration not stated)	7.5	-29	1	1.4	18	6	1	-5
CN(C)c1ccc(NC(=O)c2ccc(COc3cccc(Cl)c3)o2)cc1	0.2	17	5	1	36	9	-23	-3
O=C(Nc1ccc2nn(-c3ccccc3)nc2c1)c1ccco1	2.2	11	-16	0.82	-478	-13	14	7
CCc1ccc(C(C(=O)NCc2ccc(OC)cc2)N(CCOC)C(=O)Cc2cccs2)cc1 (configuration not stated)	0.7	6	1	0.95	11	-2	-19	2
CSCCC(NC(=O)c1ccccc1Cl)C(=O)N1CC(C)OC(C)C1 (configuration not stated)	0.0	0	1	0.8	13	-6	-2	1
C=CCC1(Cl)C(=O)C(Cl)=C(N2CCN(C)CC2)C1(OC)OC (configuration not stated)	0.8	3	2	0.91	6	-5	-3	1
CCCn1c(C(O)c2ccc(OC)c(OC)c2)nc2ccccc21 (configuration not stated)	0.4	26	0	1.2	17	-4	12	-2
CC(C)(C)c1ccc(CNC(=O)c2ccc3c(c2)NC(=O)CO3)cc1	-5.1	6	2	0.97	1	-13	20	3
CCOC(=O)c1c(C2CC2)csc1NC(=O)COC(=O)c1cnc(Cl)c(Cl)c1	1.7	-7	3	1.1	-24	-11	-7	1
CS(=O)(=O)N1CCc2cc(C(=O)N3CCN(c4cccc(Cl)c4)CC3)ccc21	0.7	4	1	1.1	10	-14	5	-1
CCc1ccc(NS(=O)(=O)c2ccc3[nH]cc(C(=O)NCC4CCCO4)c(=O)c3c2)cc1 (configuration not stated)	-11	-21	0	1.4	-23	-9	-15	-5
O=C1N/C(=N\N=C\c2cccs2)SC1Cc1ccc(Cl)cc1Cl (configuration not stated)	-0.4	-16	3	1.3	21	4	-12	3
CC1(C)Cc2ccccc2C(NNC(=O)c2cccnc2)=N1	-5.5	-19	-6	1.3	20	4	7	0
CCCCn1c(CCNC(=O)CCC)nc2ccccc21	-0.3	-10	0	0.84	2	-3	-8	-6
Cc1ncc(CCl)c2c1OC(C)(C)OC2	-0.8	8	-4	0.98	-112	-10	-12	1
Cc1ccc2c(c1)C(c1ccccc1)C(=O)O2 (configuration not stated)	-0.8	20	-2	0.99	-14	-4	-19	-1
Cc1ccc(C(=O)Nc2ccc(C)c(S(=O)(=O)N3CCOCC3)c2)c(C)c1	-0.5	-3	3	1.3	8	-2	5	-26
COc1ccc(C(C)(C)C)cc1NC(=O)c1cc(S(=O)(=O)N(C)C)ccc1N1CCCC1	0.1	-5	-1	0.92	3	2	11	10
CC1CN=C(N(C(=O)Nc2ccccc2)c2ccc(F)cc2)S1 (configuration not stated)	1.7	1	0	0.93	8	-7	4	0
CCn1c(SCc2ccc(C)cc2)nnc1C1CCN(S(=O)(=O)c2ccc(OC)cc2)CC1	5.8	-1	0	0.99	27	-19	-10	2
COCCN(C(=O)CCC(=O)Nc1nccs1)C(C(=O)NC(C)(C)C)c1ccc(Cl)cc1 (configuration not stated)	0.1	-17	-3	1	1	-6	5	0
COc1ccc(N(CC(=O)N/N=C/c2cc(Br)c(C)o2)S(=O)(=O)c2ccc(NC(C)=O)cc2)cc1	2.3	12	2	0.81	8	-15	-5	1
Cc1ccc(S(=O)(=O)NCCC(=O)Nc2ccncc2)cc1C	-1.3	-5	3	1	15	-10	-8	0
CC(=O)n1nc(-c2ccc(Cl)cc2)nc1NCc1ccco1	0.8	1	3	1.1	4	-4	-7	4
COc1ccc(-c2nnc(SCC(=O)c3ccc(C)o3)o2)cc1	-1.0	-11	0	·	14	-3	·	2
CCC(C)NC(=O)CN(c1ccc(OC)cc1)S(=O)(=O)c1ccccc1 (configuration not stated)	-1.2	-2	1	0.97	3	-3	5	1
O=C(CNS(=O)(=O)c1ccccc1)OCC(=O)c1ccc(Br)cc1	0.7	-11	-1	1.1	10	-5	-8	4
COc1ccc(NC(=O)N2CCCCC2)cc1	1.3	-2	2	0.95	7	-3	-7	-115

Profiles as entered above. Values in the order: MPTP inh	PfG6PD inh	SENP1 inh	hIAP act	SENP8 block	ATG4B inhibitor	SENP6 block	NR3A LBD binder
Cc1ccc2c(c1)C(c1ccccc1)C(=O)O2 (configuration not stated) in the list: -0.8	20	-2	0.99	-14	-4	-19	-1
CC(=O)n1nc(-c2ccc(Cl)cc2)nc1NCc1ccco1 in the list: 0.8	1	3	1.1	4	-4	-7	4
